From PubChem BioAssay
H37Rv inhibition – M. tuberculosis growth inhibition, HTS (AID 449762). M. tuberculosis H37Rv growth inhibition, 7H9 media; higher % means a stronger effect. inhibition, % at 25 µM, or IC50 in µM where a hit was titrated. hit rate 0.59% among 330,000; in the data active = a potency from the dose series; inconclusive = inhibition above about 70% without an active follow-up result;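 also: bacterial growth assessed after seven days of incubation; strong numbers were not always called active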
inhibitors of VEEV – inhibitors of VEEV TC-83 cytopathic effect, confirmation, Vero cells (AID 588727). Vero cells, VEEV TC-83 cytopathic effect inhibition; higher % means a stronger effect. hit rate 0.13% among 350,000. inhibition, % at 20 µM, or IC50 in µM where a hit was titrated; in the data active = a potency from the dose series; inconclusive = inhibition mostly from about 14% at the one dose, without a potency; inactive = the rest, 99 in 100 with inhibition below about 12%; also: strong numbers were not always called active
influenza NS1A – NS1A inhibition, H1N1 influenza, cell based functional assay (AID 504329). NS1A functional cell-based assay, percent inhibition; higher % means a stronger effect. inhibition, % at 12.5 µM; hits with a dose series show IC50 in µM. hit rate 0.3% among 340,000; in the data active = a potency from the dose series; inconclusive = inhibition above about 27% without an active follow-up result; also: strong numbers were not always called active
Salmonella PhoP GFP – Inhibition of PhoP regulon, Salmonella typhi GFP reporter cells, confirmation, 4 h (AID 1850); hit rate 0.33% among 310,000; Salmonella Typhi PhoP-promoter GFP reporter, fluorescence, 4 h; higher % means a stronger effect; one-dose inhibition, % at 50 µM; IC50 in µM for titrated hits; in the data active = a potency from the dose series; inconclusive = inhibition mostly from about 25% at the one dose, without a potency; inactive = the rest, 99 in 100 with inhibition below about 19%;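 also: 0% = induced wells with vehicle and 100% = uninduced wells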
M. tuberculosis – growth inhibition of non-replicating M. tuberculosis (AID 488890); inhibition, % at 25 µM, or IC50 in µM where a hit was titrated; hit rate 0.39% among 320,000; Mycobacterium tuberculosis non-replicating, growth inhibition; higher % means a stronger effect; in the data active = a potency from the dose series; inconclusive = inhibition mostly from about 82% at the one dose, without a potency; inactive = the rest, 99 in 100 with inhibition below about 76%;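 also: plate controls were DMSO cells for no effect and high antibiotic wells for full effect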
inhibitors of VEEV 10K pilot screen – second read-out of inhibitors of VEEV, no call of its own (marks repeat the call); inhibition, %; measured here: 10K pilot screen inhibition
* hit, by the source's call; i = inactive; ? = inconclusive; nt = not tested or not shown.

SMILES | H37Rv inhibition | inhibitors of VEEV | influenza NS1A | Salmonella PhoP GFP | M. tuberculosis | others
CC(C)C(=O)NC(C)C(c1cccs1)N1CCN(C)CC1 (stereo not given) | -7% | 4.6% | 4% | -6% | 1%
CSCC[C@H](NC(=O)OC(C)(C)C)C(=O)N/N=C/c1cccc2nccnc12 | 4% | 0.5% | 1% | -3% | 18%
Cc1ccc(C(=O)Nc2ncn[nH]2)cc1 | -1% | 0.3% | -2% | -7% | -8%
COc1ccc(C2CC(c3ccc(Br)cc3)=NN2C(=O)CSC2=NN3CCCC(=O)N=C3S2)cc1 (stereo not given) | 9% | 4.2% | -3% | 4% | 29%
CCCn1c(C)cc(-c2csc(N)n2)c1C | -1% | 1.8% | 14% | -15% | 32%
Cc1cc2nnn(-c3nnc(-c4ccccc4)c4ccccc34)c2cc1C | 5% | 1.3% | -12% | -5% | -11%
CC(C)(C)C(=O)Cn1nc(Cl)nc1Cl | 5% | 1.6% | -15% | 1% | -8%
O=C(NC1CC1)C1=C[C@H](c2csc3ccccc23)C[C@H](OCCCCO)O1 | 10% | 0.7% | 3% | 4% | -3%
O=C(/C=C/c1ccccc1Cl)NC(=S)Nc1ccccc1C(=O)NC1CCCCC1 | -6% | 0.2% | -15% | -4% | 2%
O=C(C#Cc1cccc([N+](=O)[O-])c1)c1ccccc1 | 6% | 11% | 10% | 8% | ?
N#CC(C(=O)C1CCCCC1)c1nc2ccccc2[nH]1 (stereo not given) | 63% | 3.8% | 9% | -16% | 34%
O=S(=O)(c1ccccc1C(F)(F)F)N1CCC(n2cnc3ccccc32)CC1 | -2% | 1.5% | 19% | 4% | 20%
O=S(=O)(NCCc1cccs1)c1ccc(Br)cc1 | 25% | i | 2% | -18% | 2%
Cc1nc2cc(NC(=O)COc3ccccc3C#N)ccc2n1-c1ccccc1 | 28% | 9.6% | 7% | -5% | 24%
CCCCCCCCCOC1OC(CO)C(O)C(O)C1NC(C)=O (stereo not given) | 1% | i | 11% | 3% | -23%
CCOC(=O)C1CCN(C(=O)/C(C)=C\c2ccccc2)CC1 | -4% | 0.2% | 9% | -6% | 52% | inhibitors of VEEV 10K pilot screen=0.0
CC1(C)NC(=O)N(CCCCOc2cccc(C(F)(F)F)c2)C1=O | -4% | i | 15% | -7% | 8%
O=C(Nc1ccc(F)cc1F)c1ccc2c(=O)n3c(nc2c1)CCC3 | nt | 3.5% | -8% | nt | nt
FC(F)(F)c1ccccc1NC(=S)N1CCCC1 | 1% | 0.4% | -1% | -3% | -23%
COc1ccc(N2C(=O)CC(N3CCN(Cc4ccc5c(c4)OCO5)CC3)C2=O)cc1 (stereo not given) | -6% | 1.1% | -9% | -2% | -2%
CCn1c(SC)nnc1C1CCN(S(=O)(=O)c2ccc(OC)cc2)CC1 | -1% | 0.3% | 2% | -1% | -7%
COc1ccc(NC(=O)Nc2cccc3c2O[C@H](CN(C)S(C)(=O)=O)[C@@H](C)CN([C@H](C)CO)C3=O)cc1 | 5% | 1.4% | -1% | nt | 1%
COc1ccc(C)c2sc(N(CCCN(C)C)C(=O)c3ccc(S(=O)(=O)N(C)C)cc3)nc12 | 5% | 0.5% | 2% | -7% | -12% | inhibitors of VEEV 10K pilot screen=0.0
O=C(Nc1nnc(Cc2ccccc2)s1)c1ccco1 | -5% | 0.6% | 4% | 5% | 9%
COc1ccccc1CN1C[C@@H]2C[C@@H](c3[nH]c4ccc(C)cc4c3C)N3CCC[C@@]23C1=O | 12% | 2.4% | 1% | -16% | 7%
Cc1c(Cl)cccc1NC(=S)N1CCCN(Cc2ccccc2F)C1 | -8% | i | -5% | -13% | 3%
COc1ccc(-c2cc3cc(C(=O)O)ccn3c2C(=O)c2ccccc2)cc1 | 2% | i | -15% | 0% | 16%
O=C(Nc1cccc(F)c1)c1ccco1 | -4% | i | -7% | 23% | 7%
CC1(C)OC(=O)C(=CNC(CO)C(=O)O)C(=O)O1 (stereo not given) | -3% | i | 2% | -3% | -10%
COc1ccc(Cc2noc(-c3ccc(C)cc3)n2)cc1 | 13% | 4.5% | 0% | -8% | 75%
COC1(OC)N=C(N)C2(C#N)C(c3ccc(F)cc3)C12C#N (stereo not given) | -6% | 2.0% | -4% | 0% | -12%
CCc1nc(SCc2ccccc2C#N)n[nH]1 | -1% | i | -3% | -5% | -2%
O=C(COC(=O)CCc1c[nH]c(=O)[nH]1)Nc1ccccc1Cl | 3% | i | 2% | 6% | -8%
O=S(=O)(c1ccc(F)cc1)N1CCn2c(nc3ccccc32)C1 | -6% | 1.4% | 1% | -3% | -6%
O=C(O)c1ccccc1N/N=C/c1cc(Br)cc(Br)c1O | -2% | 19µM* | 1% | 6% | 33%
CC(C)(C)C(=O)Nc1nnc(-c2ccccc2)c(-c2ccccc2)n1 | 3% | 1.6% | -1% | 3% | 4%
Cc1cc(C)c(S(N)(=O)=O)c(C)c1N(C)S(=O)(=O)c1ccc(Cl)cc1 | -7% | 5.0% | 8% | -7% | 6%
Cc1c(NS(=O)(=O)c2ccc(NCCN3CCOCC3)c([N+](=O)[O-])c2)c(=O)n(-c2ccccc2)n1C | 1% | 0.1% | -3% | 9% | 8%
CCCCn1c(C)nc2c(=O)n(C)c(=O)[nH]c21 | -12% | i | -4% | -1% | -1%
CC1(C)N=C(SCC(=O)Nc2ccc(Cl)cc2)C(c2ccc(Cl)cc2)=N1 | -1% | 3.8% | 9% | 0% | 51%
CN(C(=O)c1cccc(NC(=O)Cc2ccc(NC(=O)C3CCCN(C(=O)c4ccccc4)C3)cc2)c1)C1CCCCC1 (stereo not given) | nt | 0.1% | -4% | nt | nt
Cc1ccc(-c2csc3ncnc(N4CCc5ccccc5C4)c23)cc1 | 8% | 5.2% | 1% | 1% | 16%
CC1=C(C(=O)OCC2CCCO2)C(c2cccc(C(F)(F)F)c2)C2=C(CC(c3ccco3)CC2=O)N1 (stereo not given) | -8% | i | -7% | -1% | 40%
COc1ccccc1NS(=O)(=O)c1cccc(C(=O)NN=C2CCCCCC2)c1 | -24% | 2.2% | -5% | -4% | -1%
O=C(CSc1nnc(NC(=O)c2ccco2)s1)NCc1ccc2c(c1)OCO2 | -1% | 1.0% | -1% | 10% | 3%
N#Cc1ccccc1NC(=O)CSc1n[nH]c(-c2ccco2)n1 | 0% | 4.5% | -10% | -11% | -5%
O=C(Cn1nnc2ccccc2c1=O)NCC1CCC(C(=O)O)CC1 (stereo not given) | -7% | 0.2% | -4% | 7% | 0%
NS(=O)(=O)c1ccc(CCNC(=O)CC(c2ccccc2)c2ccccc2)cc1 | 0% | 5.7% | -2% | 6% | 12%
COC(=O)CCC(=O)NNC(=O)CCCOc1ccc(Cl)cc1Cl | nt | 0.7% | -3% | 3% | nt
COc1cc(OC)cc(-c2cc(N)n(S(=O)(=O)c3cccc4nsnc34)n2)c1 | -5% | 5.8% | -5% | 10% | 3%
COC(=O)c1ccccc1S(=O)(=O)N1CCC(C(=O)OC(C)C(=O)Nc2ccccc2OC)CC1 (stereo not given) | -9% | 10% | 0% | nt | 1%
CCOc1ccc(CC(=O)Nc2ccc(S(=O)(=O)N3CCCC3)cc2)cc1 | -1% | 1.6% | -5% | -8% | 24%
COc1ccc(-c2n[nH]c(=S)n2-c2ccc(C)cc2)cc1OC | -6% | 0.1% | 2% | 1% | -16%
Nc1cc(=O)[nH]c(SCC(=O)c2ccc(F)cc2)n1 | -8% | 0.5% | -3% | -2% | -3%
O=C(Nc1nc(=S)ss1)c1c(F)cccc1F | 3% | 0.9% | 1% | -1% | 28%
COc1ccc(CCn2c(-c3ccc(Cl)cc3)n[nH]c2=S)cc1OC | 2% | 1.6% | -5% | 14% | 6%
O=C(CCNc1ccc(F)cc1)c1cc2ccccc2o1 | 13% | 8.1% | 8% | -4% | ?
O=C(O)c1cccc(S(=O)(=O)Nc2ccc3oc(=O)sc3c2)c1 | -5% | i | 3% | 6% | -15%
CC(C)CNC(=O)COC(=O)c1ccc(F)cc1Cl | 21% | 1.1% | -6% | 3% | ?
Cn1c(N)c(C(=O)COC(=O)Cc2ccccc2)c(=O)n(C)c1=O | -8% | 1.8% | -9% | nt | 0%

An excerpt from above in order of SMILES length, lowest first:
SMILES | H37Rv inhibition | inhibitors of VEEV | influenza NS1A | Salmonella PhoP GFP | M. tuberculosis | others
COc1ccc(CCn2c(-c3ccc(Cl)cc3)n[nH]c2=S)cc1OC | 2% | 1.6% | -5% | 14% | 6%
CCOc1ccc(CC(=O)Nc2ccc(S(=O)(=O)N3CCCC3)cc2)cc1 | -1% | 1.6% | -5% | -8% | 24%
COc1cc(OC)cc(-c2cc(N)n(S(=O)(=O)c3cccc4nsnc34)n2)c1 | -5% | 5.8% | -5% | 10% | 3%

New compounds follow:
SMILES | H37Rv inhibition | inhibitors of VEEV | influenza NS1A | Salmonella PhoP GFP | M. tuberculosis | others
CCc1ccc(OCC(=O)NCc2ccco2)c(Br)c1 | 8% | i | -7% | -9% | 75%
O=C(NC1CCCCCC1)c1ccc(Cl)c(S(=O)(=O)N2CCOCC2)c1 | 5% | 0.6% | -3% | 2% | -5%
Cc1cc(Cl)c2oc(C(=O)N(C)CC3CCOCC3)c(C)c2c1 | 7% | 0.7% | 2% | -7% | 23%
CC(C)C(C(=O)O)N1C(=O)/C(=C/c2cccn2C)SC1=S (stereo not given) | -4% | i | 1% | -13% | 37%
CCOC(=O)C(=O)c1cn(C2OCC(OC(C)=O)C(OC(C)=O)C2OC(C)=O)c2ccccc12 (stereo not given) | -5% | 0.2% | 1% | 1% | -14%
COCCNC(=O)CN1CCN(Cc2cccc(Cl)c2)C1=O | -9% | 0.2% | 3% | 10% | nt
COc1cccc(NC(C)=[N+](C)CCNS(=O)(=O)c2ccc(Cl)cc2)c1 | -6% | i | 15% | -1% | 37%
Cc1cccc(NC(=O)CSc2nc3ccccc3nc2N2CCCC2)c1 | -5% | >25µM* | -5% | 10% | 36%
CS(=O)(=O)N(CC(=O)Nc1ccc(S(=O)(=O)N2CCOCC2)cc1)c1cccc(F)c1 | -9% | 1.1% | 3% | -5% | 11%
Cc1cccc(N2CCCn3c2nc2c3c(=O)[nH]c(=O)n2C)c1 | -7% | i | 2% | -3% | 5%
COC(=O)Cc1cc(=O)[nH]c(Nc2nc3ccccc3o2)n1 | 30% | 0.3% | 4% | -5% | 69%
Cc1sc2nc(CSC(C)C(=O)N(C)CC(=O)Nc3ccccc3C(F)(F)F)[nH]c(=O)c2c1C (stereo not given) | 1% | 9.5% | -8% | 1% | 5%
Cc1cc(NC(=O)CSc2nnc3c(C)cc4c(C)ccc(C)c4n23)no1 | 3% | i | -11% | -15% | -1%
COc1ccc(NC(=O)c2ccc(Cl)c(S(=O)(=O)N3CCc4ccccc4C3)c2)cn1 | 99% | i | -7% | -5% | 21%

An excerpt from above in order of length of the SMILES, rising.
SMILES | H37Rv inhibition | inhibitors of VEEV | influenza NS1A | Salmonella PhoP GFP | M. tuberculosis | others
CCc1ccc(OCC(=O)NCc2ccco2)c(Br)c1 | 8% | i | -7% | -9% | 75%
COCCNC(=O)CN1CCN(Cc2cccc(Cl)c2)C1=O | -9% | 0.2% | 3% | 10% | nt
COC(=O)Cc1cc(=O)[nH]c(Nc2nc3ccccc3o2)n1 | 30% | 0.3% | 4% | -5% | 69%
Cc1cccc(NC(=O)CSc2nc3ccccc3nc2N2CCCC2)c1 | -5% | >25µM* | -5% | 10% | 36%
CC(C)C(C(=O)O)N1C(=O)/C(=C/c2cccn2C)SC1=S (stereo not given) | -4% | i | 1% | -13% | 37%
Cc1cccc(N2CCCn3c2nc2c3c(=O)[nH]c(=O)n2C)c1 | -7% | i | 2% | -3% | 5%
O=C(O)c1cccc(S(=O)(=O)Nc2ccc3oc(=O)sc3c2)c1 | -5% | i | 3% | 6% | -15%
Cn1c(N)c(C(=O)COC(=O)Cc2ccccc2)c(=O)n(C)c1=O | -8% | 1.8% | -9% | nt | 0%
Cc1cc(NC(=O)CSc2nnc3c(C)cc4c(C)ccc(C)c4n23)no1 | 3% | i | -11% | -15% | -1%
COc1cccc(NC(C)=[N+](C)CCNS(=O)(=O)c2ccc(Cl)cc2)c1 | -6% | i | 15% | -1% | 37%
COc1ccc(NC(=O)c2ccc(Cl)c(S(=O)(=O)N3CCc4ccccc4C3)c2)cn1 | 99% | i | -7% | -5% | 21%
CS(=O)(=O)N(CC(=O)Nc1ccc(S(=O)(=O)N2CCOCC2)cc1)c1cccc(F)c1 | -9% | 1.1% | 3% | -5% | 11%
CCOC(=O)C(=O)c1cn(C2OCC(OC(C)=O)C(OC(C)=O)C2OC(C)=O)c2ccccc12 (stereo not given) | -5% | 0.2% | 1% | 1% | -14%
Cc1sc2nc(CSC(C)C(=O)N(C)CC(=O)Nc3ccccc3C(F)(F)F)[nH]c(=O)c2c1C (stereo not given) | 1% | 9.5% | -8% | 1% | 5%
